POLI inh: DNA polymerase iota (human) inhibition; Q9UNA4; Pol iota fluorescent replication assay, 10 min; Potency, µM (top dose mostly 115 µM), for inactives: at the highest dose activity, negative = inhibition, actives largely listed as inhibitors; actives 1% (n = 390,000); further: potency means the concentration at half of the fitted maximal effect
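Fluorescent replication assay read twice, at 0 min and 10 min after adding 50 nM (final) substrate. Enzyme (10 nM) and compounds were first incubated 15 min at room temperature; enzyme-free buffer wells were negative controls.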
Anesthetic bind: binds horse apoferritin like a general anesthetic; P02791; apoferritin/1-aminoanthracene competitive binding, fluorescence; Potency, µM (highest dose often 77.5 µM), inactives show top-dose activity change, negative = displacement, usual class: inhibitors; actives 0.074% (n = 350,000); AID 485281; further: potency means the concentration at half of the fitted maximal effect; on the % scale 0 is the no-effect control and ±100 the full control effect; nearly all actives have a fitted effect of over 20% in size
Target sequence (P02791 2-175 limits assumed): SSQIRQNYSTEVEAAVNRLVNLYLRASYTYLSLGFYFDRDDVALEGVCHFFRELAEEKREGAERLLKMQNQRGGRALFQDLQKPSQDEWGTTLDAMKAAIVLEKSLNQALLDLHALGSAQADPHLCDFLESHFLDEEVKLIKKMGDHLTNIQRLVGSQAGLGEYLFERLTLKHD
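Apoferritin-based anesthetic binding model; compound displacement of fluorescent 1-AMA measured as endpoint fluorescence after 10 minutes at room temperature, scaled to free-ligand and complex controls.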
TRHR agonist: agonists of human TRH receptor; AID 493084; actives 0.18% (n = 360,000); P34981; TRHR cells, calcium flux fluo-8, FDSS agonist mode; activation, % at 2 µM; in the data active means activation above about 30%; further: 0% is about no effect
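Agonist-mode FDSS calcium read (Ex 480/Em 530, 1 s cycles) in 1536-well TRHR cells with fluo-8 dye, after 10-cycle baseline and 23 nL compound addition; TRH at EC20 (10 nM final) added afterwards for the enhancer phase.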
12-LOX inh: ALOX12 (human) lipoxygenase inhibition | P18054 | purified 12hLO, xylenol orange hydroperoxide absorbance | Potency, µM (top dose mostly 108 µM), for inactives: top-dose activity change, negative = inhibition, usual class: inhibitors | actives 1.1% (n = 580,000); further: potency means the concentration at half of the fitted maximal effect; on the % scale 0 is the no-effect control and ±100 the full control effect
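Hydroperoxide product was detected by ferrous iron/xylenol orange as the 573 to 405 nm absorbance ratio. Arachidonic acid at 40 uM (final) was turned over for 30 min at room temperature by 150 nM human 12hLO, pH 7.0 Hepes buffer, after 15 min compound preincubation.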
POLK inh: DNA polymerase kappa (human) inhibition. Q9UBT6. purified Pol kappa, fluorescent DNA synthesis assay, 10 min. Potency, µM (top dose mostly 107 µM), for inactives: at the highest dose activity, negative = inhibition, actives largely listed as inhibitors. actives 0.53% (n = 400,000). AID 588579; further: potency means the concentration at half of the fitted maximal effect; on the % scale 0 is the no-effect control and ±100 the full control effect
Target sequence (Q9UBT6 whole entry, looked up): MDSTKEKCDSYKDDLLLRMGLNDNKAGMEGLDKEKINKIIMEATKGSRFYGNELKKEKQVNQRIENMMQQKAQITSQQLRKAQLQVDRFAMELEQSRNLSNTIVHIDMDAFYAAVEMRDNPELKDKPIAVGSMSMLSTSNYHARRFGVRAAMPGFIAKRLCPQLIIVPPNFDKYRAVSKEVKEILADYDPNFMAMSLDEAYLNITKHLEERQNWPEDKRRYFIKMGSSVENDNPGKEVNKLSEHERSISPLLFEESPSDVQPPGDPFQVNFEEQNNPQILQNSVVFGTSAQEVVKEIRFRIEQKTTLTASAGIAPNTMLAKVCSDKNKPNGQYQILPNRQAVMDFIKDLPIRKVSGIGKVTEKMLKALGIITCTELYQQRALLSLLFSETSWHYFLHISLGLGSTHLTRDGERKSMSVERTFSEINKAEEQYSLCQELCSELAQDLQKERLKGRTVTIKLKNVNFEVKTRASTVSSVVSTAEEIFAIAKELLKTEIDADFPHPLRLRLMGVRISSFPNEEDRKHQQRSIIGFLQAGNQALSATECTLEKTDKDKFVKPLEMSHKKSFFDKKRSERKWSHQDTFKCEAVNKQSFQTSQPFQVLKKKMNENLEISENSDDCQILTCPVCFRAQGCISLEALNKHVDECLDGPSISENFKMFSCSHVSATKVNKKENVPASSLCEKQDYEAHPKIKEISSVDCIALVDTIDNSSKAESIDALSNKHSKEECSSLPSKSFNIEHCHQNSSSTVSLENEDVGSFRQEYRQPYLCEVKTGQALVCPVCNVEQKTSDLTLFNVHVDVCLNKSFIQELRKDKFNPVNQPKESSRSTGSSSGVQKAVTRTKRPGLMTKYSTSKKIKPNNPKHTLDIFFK
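10 nM Pol kappa preincubated 15 min at room temperature with compounds, then reaction started with substrate at 50 nM final. Fluorescence read kinetically at 0 and 10 min; buffer-only wells served as negative control.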
Pol beta inh: inhibitors of human DNA polymerase beta; actives 1.3% (n = 340,000); P06746; Potency, µM (doses to about 114 µM), without a hit: at the top dose activity change, negative = inhibition, hits mostly inhibitors; Pol beta primer extension/strand displacement, fluorescence kinetic; further: potency means the concentration at half of the fitted maximal effect; on the % scale 0 is the no-effect control and ±100 the full control effect
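Homogeneous kinetic assay of primer extension and strand displacement by 10 nM Pol beta, preincubated 15 min at room temperature with compound before 50 nM substrate (final) was added. Read at 0 and 10 min; four-parameter Hill fit.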
APEX1 inh: inhibitors of human APE1 endonuclease. P27695. recombinant APE1, TAMRA/BHQ-2 abasic DNA cleavage fluorescence. Potency, µM (highest dose often 65.8 µM), without a hit: at the highest dose activity change, negative = inhibition, usual class: inhibitors. actives 0.35% (n = 350,000). AID 2517;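 further: potency means the concentration at half of the fitted maximal effect; plate controls were vehicle for no effect and reference inhibitor for full effect; nearly all actives have a fitted effect of over 55% in size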
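APE1 at 0.75 nM preincubated 15 min at room temperature with compound. Reaction then started with 50 nM double-stranded THF-abasic substrate labelled with TAMRA/BHQ-2, and 525/598 nm fluorescence read kinetically. Activity taken as third-minus-first read difference, normalized to DMSO and NSC13755 controls.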
BLM helicase inh: Bloom syndrome helicase (human) inhibition. recombinant BLM DNA unwinding, fluorescence dequenching. Potency, µM (titrated, usually from 56.1 µM), for inactives: at the top dose activity change, negative = inhibition, hits mostly inhibitors. actives 0.2% (n = 350,000);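 further: potency means the concentration at half of the fitted maximal effect; plate controls were vehicle for no effect and no enzyme for full effect; nearly all actives have a fitted effect of over 35% in size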
ERG-DNA inh: inhibitors of human ERG Ets domain-DNA interaction; fluorescence polarization, His-ERG Ets domain / labelled DNA; actives 0.028% (n = 370,000); P11308; Potency, µM (series often up to 76.9 µM), without a hit: at the top dose FP activity, negative = inhibition, actives largely listed as inhibitors; active means well fitted inhibition curve with a large enough effect in the polarisation, with a control signal flat; inconclusive means small, poorly fitted or top-dose-only effect, or effect the other way, or a change in a side signal; inactive means no such curve, though single readings can be large or run the other way; the % refers to the polarisation;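 further: polarization taken with two DNA probes labelled with fluorescein and Texas red; potency means the concentration at half of the fitted maximal effect; % of control where 0% means no effect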
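His-tagged ERG Ets domain (1 uM in the protein solution; 300mM KCl, 50mM Tris-HCl, 1mM EDTA, 1mM DTT, pH 7.5) received compound, then a probe mix of 5 nM fluorescein-DNA and 100nM Texas-615-DNA. Fluorescence polarization was read for both dyes.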
* = called active by the depositor; ? = inconclusive; / = no result given; & = joins results of further samples; [ ] = another dose, or the depositor's remark. Unless noted, the call rests on the fitted dose curve; in most records, active means well fitted curve in the direction sought with a large enough effect; inconclusive means small, poorly fitted or top-dose-only effect, or another doubt; inactive means no such curve, though single readings can be large; an effect the other way counts as inactive or inconclusive.

The opening 2 compounds, ahead of the listing:
mol,POLI inh,Anesthetic bind,TRHR agonist,12-LOX inh,POLK inh,Pol beta inh,APEX1 inh,BLM helicase inh,ERG-DNA inh
CCOC(=O)N1CCN(C(=O)COC(=O)CNC(=O)c2ccc(OCC)c(OCC)c2)CC1,1.0%,/,0.1,1.3%,-2.1%,/,13.0%,/,-14.3%
COc1ccc(N2C(=S)N=C(Nc3cccc(C)c3)C23CCCCC3)cc1,5.0%,0.8%,-0.8,-21.3%,-4.2%,-18.5%,0.5%,-0.3%,3.8%

The listing, from the start:
mol,POLI inh,Anesthetic bind,TRHR agonist,12-LOX inh,POLK inh,Pol beta inh,APEX1 inh,BLM helicase inh,ERG-DNA inh
CCOC(=O)N1CCN(C(=O)COC(=O)CNC(=O)c2ccc(OCC)c(OCC)c2)CC1,1.0%,/,0.1,1.3%,-2.1%,/,13.0%,/,-14.3%
COc1ccc(N2C(=S)N=C(Nc3cccc(C)c3)C23CCCCC3)cc1,5.0%,0.8%,-0.8,-21.3%,-4.2%,-18.5%,0.5%,-0.3%,3.8%
CC1CC(C)CN(CCCNC(=O)Cn2ncc3c([nH]c4ccccc43)c2=O)C1 (stereo not drawn),-0.2%,-3.1%,0.2,13.0%,-4.1%,-1.0%,4.3%,-7.9%,0.9%
CCOc1ccc(CNC(=O)C2CCN(c3nnc(-n4c(C)ccc4C)s3)CC2)cc1,-13.0%,-9.1%,-0.3,-3.6%,?,10.3%,/,-4.1%,-0.1%
CN(CC(=O)Nc1sccc1C(N)=O)S(=O)(=O)c1ccc(Cl)cc1,1.2%,/,/,55.8%[activator],-9.2%,/,44.3%,/,23.8%
CS(=O)(=O)c1ccc2nc(NC(=O)Nc3ccc(Cl)c(Cl)c3)sc2c1,138.9%[activator],3.3%,1.1,-26.7%,-7.7%,-15.5%,6.1%,-5.9%,14.1%
Cc1ccc2c(CC(=O)Nc3ccc(S(=O)(=O)Nc4nc(C)cc(C)n4)cc3)coc2c1,-0.1%,-1.2%,-0.2,?,-28.6%,-2.6%,/,-2.1%,1.6%
COc1ccc(-c2nnc(SCC(=O)Nc3ccccc3)n2C)cc1,?,-6.3%,-0.2,20.0%,-6.2%,15.1%,-6.3%,-5.1%,0.3%
COc1ccccc1C(=O)N=c1sc2c(C)ccc(OC)c2n1C,8.3%,-11.1%,-0.5,-1.0%,-6.2%,-1.6%,-1.6%,-4.7%,-2.7%
COc1ccc(COCC(CC(C)C)N2CCN(C(=O)c3cccc(C(F)(F)F)c3)CCC2=O)cc1 (stereo not drawn),0.4%,0.6%,-0.6,21.0%,-16.6%,13.3%,8.2%,-17.0%,5.7%
CC(OC(=O)c1ccc(NC(=O)CC#N)cc1)C(=O)NCCC1=CCCCC1 (stereo not drawn),-4.0%,/,0.9,?,6.7%,/,-18.0%,/,4.5%
Cc1ccc(NC(=O)c2ccc(Cl)cc2Cl)cc1O,-9.2%,-11.0%,0.4,-2.7%,17.9%,-0.8%,-1.1%,-3.4%,9.1%
Cc1ccc(CNC(=O)C2CCC(=O)N2C2CCCCC2)cc1 (stereo not drawn),33.7%[activator],-5.8%,-0.6,19.3%,0.0%,8.9%,-1.6%,-2.3%,-3.6%
CCc1ccc(S(=O)(=O)/N=C2\C=C(Nc3ccc(O)cc3)C(=O)c3ccccc32)cc1,12.6µM*,-15.2%,-2.4,/,-22.6%,?,2.0%,-28.0%,?
Cn1c(C(=O)N2CCN(Cc3ccc4c(c3)OCO4)CC2)cc2sccc21,-17.7%,-19.5%,-0.6,?,-12.8%,9.4%,-1.3%,-1.6%,-4.1%
COc1ccc2nc(-c3ccccc3)cc(C(=O)OCC(=O)NC3CC3)c2c1,2.0%,/,0.2,-1.0%,-7.1%,/,-15.6%,/,2.1%
CCN(CC)S(=O)(=O)c1cccc(C(=O)OC2CCOC2=O)c1 (stereo not drawn),?,-1.7%,0.8,-5.6%,-15.5%,1.1%,-36.5%,-1.5%,17.9%
O=C(Nc1ccc(F)cc1)Nc1ccc2ccccc2n1,12.4%,2.3%,0.3,-6.6%,-5.9%,-1.1%,53.6%[activator],-2.3%,0.3%
O=C(COc1ccccc1)Nc1cccc(-c2ccc(N3CCOCC3)nn2)c1,52.3%[activator],/,-0.1,-10.7%,-3.7%,/,18.1%,/,-10.3%
Cc1ccc(C(=O)O/N=C2\CCS(=O)(=O)c3sccc32)cc1,6.2%,-8.7%,-0.7,37.2%[activator],-2.5%,5.1%,-1.8%,1.2%,7.0%
O=C(Cc1cccc2ccccc12)NNC(=O)c1ccc(Br)o1,-0.5%,-17.7%,-0.9,-5.2%,0.9%,0.4%,54.2%[activator],-5.8%,10.0%
CCOC(=O)C1CCN(S(=O)(=O)c2cc3c4c(c2)CC(=O)N4CCC3)CC1,18.9%,-20.1%,0.4,-6.7%,-4.8%[60.1 µM],-17.9%,/,-1.1%,26.1%
COc1cccc(CN2CCN(C(=O)Nc3ccc([N+](=O)[O-])cc3)CC2)c1,-14.4%,-16.3%,-0.6,5.3%,-11.6%,32.5%,14.2%,-11.7%,-0.8%
COc1ccc(NC(=O)CC2S/C(=N\c3nccs3)N(C)C2=O)cc1 (stereo not drawn),99.5%[activator],-3.8%,0.5,-10.8%,2.0%,?,-6.7%,-1.8%,0.1%
CCCC(=O)NC(c1ccc(OC)c(OC)c1)c1c(O)ccc2ccccc12 (stereo not drawn),-2.4%[58.9 µM],?,-0.3,-29.2%,-2.5%,9.8%,-3.8%,-2.4%,3.1%
CCCCn1c(N)c(N(CCOC)C(=O)CN(C)CC(=O)Nc2ccc(Cl)c(Cl)c2)c(=O)[nH]c1=O,?,/,/,0.0%,2.8%,/,11.8%,/,20.0%
CCOCC(=O)Nc1cc(C(F)(F)F)ccc1Oc1cccc(Br)c1,2.2%,-14.0%,0.4,-20.0%,-6.2%,23.4%,-3.0%,-9.5%,-0.8%
Cc1ccc(C)c(OCCC(=O)NNC(=O)c2cc(C)oc2C)c1,28.4%,/,0.3,18.1%,0.0%,/,-9.2%,/,-2.7%
COc1ccc2nc(NS(=O)(=O)c3ccc(NC(C)=O)cc3)sc2c1,-3.7%,-13.6%,0.4,-3.5%,-8.1%,5.4%,12.9%,-3.1%,/
O=C(c1ccc(-c2cccc(C(F)(F)F)c2)o1)N1CCN(c2ccccc2O)CC1,1.6%,?,-0.4,?,-8.9%,-0.8%,9.5%,-14.2%,-0.9%
CCc1ccc(C(C(=O)NC2CCCC2)N(CCOC)C(=O)CCC(=O)Nc2cc(C)on2)cc1 (stereo not drawn),6.5%,-8.0%,-0.7,-8.7%,-5.3%,58.2%,-8.8%,1.2%,4.6%
O=C(c1ccccc1)N1CCN(c2ncnc3sc4c(c23)CCC4)CC1,21.7%,-9.9%,-1.0,?,-21.0%,-18.6%,27.2%,1.3%,-5.0%
COc1cc(-c2ccno2)ccc1S(=O)(=O)N1CCN(c2cc(C)ccc2C)CC1,24.7%,-5.8%,-0.1,0.2%&-10.5%,-9.4%[60.1 µM],15.6%,/,-9.8%,-0.6%
CC1(N2CCOCC2)CC2(O)C(=[N+]1[O-])CCc1c2no[n+]1[O-] (stereo not drawn),?,-10.0%,0.2,/,?,2.2%,16.9%,-4.8%,0.3%
COC(=O)c1sccc1N/C=C(\C#N)S(=O)(=O)C(C)(C)C,73.7%[activator],-5.3%,0.1,89.5%[activator],-2.4%,15.1%,-2.4%,-4.3%,3.8%
COc1ccc(NS(=O)(=O)c2cc(Cl)ccc2Cl)cc1S(=O)(=O)N1CCCCC1,96.1%[activator],-14.8%,-0.7,-0.2%&-6.1%,-8.2%,31.4%,-4.1%,-3.8%,10.6%
O=C(Cc1ccccc1)NC(NCCCN1CCOCC1)(C(F)(F)F)C(F)(F)F,13.8%,-4.6%,-0.2,-3.7%,-3.9%,-0.6%,-0.8%,-3.1%,-3.2%
COc1cccc(Nc2nc(-c3ccccc3)nc3ccccc23)c1,-3.7%,-0.1%,0.1,-2.5%,4.5%,7.3%,7.2%,-12.7%,17.7%
COc1c(Br)cc(Br)cc1C(=O)Nc1ccccc1N1CCCC1,67.9%[activator],-5.0%,0.4,?,-8.1%,43.5%,-12.6%,-3.4%,6.7%
O=C(NC1CCc2ccccc21)C1CCN(S(=O)(=O)c2ccc(-n3cnnn3)cc2)CC1 (stereo not drawn),3.1%,-12.8%,0.1,64.5%[activator],-0.4%,-14.7%,9.9%,-1.2%,7.7%
CCC(=O)N1C(Cc2ccccc2)COC1(C)C (stereo not drawn),135.5%[activator],4.4%,0.0,6.8%,-9.4%,32.6%,5.2%,2.9%,0.4%
CCc1ccc(/C(C)=N/NC(=O)C(O)c2ccccc2)s1 (stereo not drawn),140.3%[activator],/,/,12.9%,-8.1%,/,/,/,2.9%
S=C(NCCc1ccccn1)Nc1cc(Cl)cc(Cl)c1,54.9%[activator],-9.8%,0.2,0.0%,-20.4%,-2.2%,-4.2%,-3.0%,7.7%
CC1(C)CC(=O)C2=C(C1)Nc1ccccc1NC2c1ccc(F)cc1 (stereo not drawn),1.5%,10.4%,0.2,0.0%,0.8%,-9.0%,54.8%[activator],-1.3%,-20.9%

Assay outcomes from PubChem.

Not all compounds are listed. The share of hits here may be higher or lower than overall.
